Screening data: PubChem, several laboratories
hcDAF-12 act: H. contortus DAF-12 nuclear receptor activators, primary screen, cell-based, luminescence, HEK293, lit1-tk-luc reporter. HEK293 hcDAF-12 lit1-tk-luc reporter; 0% DMSO, 100% Δ7-dafachronic acid. activation, % at 6.8 µM. 1.4% of 370,000 active. AID 652067, 2013;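 active means activation above the mean of all tested compounds plus 3 SD, cut at about 5.5% in these data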;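 further: 100% = response to 3 µM Δ7-dafachronic acid high control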
NPR1 activator: GC-A stimulated cGMP production enhancers – HEK293 GC-A cells, cGMP TR-FRET, EC30 ANP, primary screen; 0.14% of 370,000 active; AID 1671463, 2021; activation, % at 10 µM; 0% at EC30 ANP, 100% saturating ANP; Atrial natriuretic peptide receptor 1 (Homo sapiens), P16066; in the data active means activation above about 40%
ADAM17 inh: ADAM17 inhibitors, primary screen, biochemical, QFRET; AID 720648, 2013; recombinant ADAM17, EDANS/DABCYL FRET peptide cleavage; inhibition, % at 6.95 µM; 0.83% of 370,000 active; Disintegrin and metalloproteinase domain-containing protein 17 (Homo sapiens), P78536;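 active means inhibition above the mean of compounds lying between control limits plus 3 SD, set per campaign, cut at about 8.5% in these data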;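 further: 0% = DMSO-only wells as the low control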
Target sequence (P78536 215-824 limits assumed): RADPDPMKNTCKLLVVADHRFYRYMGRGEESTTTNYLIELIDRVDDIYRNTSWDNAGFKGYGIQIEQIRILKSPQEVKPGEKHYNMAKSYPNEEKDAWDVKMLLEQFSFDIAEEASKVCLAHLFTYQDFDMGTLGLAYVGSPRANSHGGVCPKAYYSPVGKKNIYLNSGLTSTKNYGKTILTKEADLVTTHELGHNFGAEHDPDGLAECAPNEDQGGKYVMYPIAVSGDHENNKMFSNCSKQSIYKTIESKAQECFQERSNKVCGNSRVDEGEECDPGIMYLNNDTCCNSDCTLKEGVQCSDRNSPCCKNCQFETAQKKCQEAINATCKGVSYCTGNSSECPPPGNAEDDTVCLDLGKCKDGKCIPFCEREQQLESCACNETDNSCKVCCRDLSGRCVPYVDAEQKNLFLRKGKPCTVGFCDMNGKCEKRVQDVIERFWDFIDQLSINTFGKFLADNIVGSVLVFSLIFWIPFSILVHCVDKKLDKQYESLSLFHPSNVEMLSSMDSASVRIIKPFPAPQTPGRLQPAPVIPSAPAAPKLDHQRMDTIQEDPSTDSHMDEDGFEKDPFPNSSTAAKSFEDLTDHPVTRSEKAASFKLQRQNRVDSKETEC
SMARCA2 activ: SMARCA2 (BRM) function activators, primary screen, cell-based, luminescence, high throughput; MG213 cells, MMTV-luciferase reporter, dexamethasone, overnight; activation, % at 9.1 µM; 1% of 370,000 active; AID 652017, 2013; in the data active means activation above about 7.8%;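 further: 0% = vehicle wells and 100% = reference activator wells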
DAX1 inh-1: DAX1 (NR0B1) inhibitors on StAR promoter, primary screen, cell-based, luminescence, SF-1 (NR5A1), full-length DAX-1. HEK293T StAR-luciferase reporter, SF-1/DAX-1 repression relief. 1.1% of 370,000 active. inhibition, % at 6.8 µM. AID 652010, 2013;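 active means inhibition above the mean over all tested compounds plus 3 SD, cut at about 3.6% in these data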;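 further: 0% = DAX-1 cells with DMSO and 100% = cells lacking DAX-1 with DMSO; higher inhibition means more luminescence from relief of DAX-1 repression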
PG9 Ab binder: binders of HIV-1 gp120 antibody PG9, primary screen, biochemical, TR-FRET. HIV-1 gp120 / PG9 antibody interaction. TR-FRET gp120-PG9 antibody binding. inhibition, % at 6.7 µM. 0.43% of 360,000 active; in the data active means inhibition above about 8.5%
GAA850 FXN act: FXN promoter activators, primary screen, cell-based, luciferase luminescence, HEK293 lucGAA850 | HEK293 lucGAA850 FXN promoter luciferase reporter, 24 h; percent of 10 µM SAHA response | AID 540364, 2011 | activation, % at 6 µM | 0.56% of 360,000 active;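 active means activation above the average of all compounds screened plus 3 SD, cutoff fixed separately per campaign, cut at about 7.5% in these data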;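 further: 0% = DMSO wells and 100% = 10 µM SAHA wells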
DAX1 inh-2: DAX1 (NR0B1) inhibitors, primary screen, cell-based, HEK293, Gal4-DAX1, luciferase luminescence. Nuclear receptor subfamily 0 group B member 1 (Homo sapiens), P51843. HEK293 Gal4-DAX1 luciferase reporter. inhibition, % at 6.75 µM. 0.99% of 340,000 active. AID 504766, 2011;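 active means inhibition above the mean over all tested compounds plus 3 SD, cut at about 4.2% in these data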;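 further: 0% = DAX1-transfected cells with DMSO and 100% = empty-vector control cells with DMSO; inhibition shows as a rise in luminescence from relieved DAX1 repression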
Target sequence (P51843 207-470 limits assumed): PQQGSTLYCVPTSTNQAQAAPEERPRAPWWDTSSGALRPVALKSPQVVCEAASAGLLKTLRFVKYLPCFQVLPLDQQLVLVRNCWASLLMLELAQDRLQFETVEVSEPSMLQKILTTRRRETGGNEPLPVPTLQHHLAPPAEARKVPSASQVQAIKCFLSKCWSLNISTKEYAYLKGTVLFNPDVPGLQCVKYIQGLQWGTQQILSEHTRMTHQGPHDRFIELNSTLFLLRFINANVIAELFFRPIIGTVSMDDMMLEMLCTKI
ADAM10 inh: human ADAM10 inhibitors, primary screen, biochemical, QFRET, HTS; Disintegrin and metalloproteinase domain-containing protein 10 (Homo sapiens), O14672; recombinant ADAM10, EDANS/DABCYL FRET peptide cleavage, 3 h; inhibition, % at 7 µM; 0.62% of 370,000 active; AID 720582, 2013;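 active means inhibition above a per-campaign cutoff equal to the mean of compounds falling between control-based bounds plus 3 SD, cut at about 20% in these data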;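 further: 0% = DMSO wells while the 100% control is not disclosed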
hgDAF12 agonist: H. glycines DAF-12 receptor agonists, primary screen, cell-based, luminescence, HEK293, GAL4 fusion, UAS-luciferase; activation, % at 6.8 µM; AID 687014, 2013; HEK293 GAL4-hgDAF12 UAS-luciferase reporter, agonist luminescence; normalized to butyrate control; 1.8% of 370,000 active;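 active means activation above a cutoff set at the mean of all screened compounds plus 3 SD, cut at about 10% in these data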;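 further: 0% = DMSO wells and 100% = sodium butyrate wells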
ssDAF12 agonist: S. stercoralis DAF-12 nuclear receptor activators, primary screen, cell-based, luminescence, HEK293, GRIP1 co-expression, lit1-tk-luc | Nuclear hormone receptor DAF-12 (Strongyloides stercoralis) | HEK293 ssDAF-12/GRIP1 lit1-tk-luc reporter; % of 3 µM dafachronic acid response | activation, % at 6.8 µM | 1% of 370,000 active;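 active means activation above the mean over all tested compounds plus 3 SD, cut at about 0.9% in these data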;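 further: 0% = DMSO-only wells and 100% = 3 µM delta7-dafachronic acid wells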
Numbers without * were called inactive; i = inactive; / = not tested or not shown.

SMILES	hcDAF-12 act	NPR1 activator	ADAM17 inh	SMARCA2 activ	DAX1 inh-1	PG9 Ab binder	GAA850 FXN act	DAX1 inh-2	ADAM10 inh	hgDAF12 agonist	ssDAF12 agonist
Cc1cccnc1NC(=O)c1ccc(NS(=O)(=O)/C=C/c2ccccc2)cc1	-0.5	0.7	1.6	0.4	-0.8	0.1	-1.7	0.1	-1.2	-0.8	-0.8
COC(=O)[C@]12C[C@H](CC(=O)N3CCSCC3)C(=O)N(CCc3ccc(OC)c(OC)c3)C1=C[C@H](COCc1ccccc1)O[C@@H]2C	-2.4	2.7	-3.6	-0.8	-1.7	/	/	/	-0.7	-2.0	-1.1
O=C(Cc1cc(=O)oc2cc(O)ccc12)NC(Cc1ccc(Cl)cc1)C(=O)O (configuration not stated)	-0.8	4.8	i	-3.1	0.2	0.5	0.8	0.6	i	-1.3	-1.4
COC(=O)C1=C(C)NC2=C(C(=O)CCC2)C1c1ccc(-c2ccsc2C(=O)OC)o1 (configuration not stated)	-0.6	-8.0	-9.8	-2.5	0.4	-2.0	1.0	-1.0	-19.4	-1.6	-1.3
O=C(NCCCCc1ccccc1)C12CN(Cc3ccccc3)CC1C(c1ccc([N+](=O)[O-])cc1)=NO2 (configuration not stated)	-2.5	0.1	2.3	-0.7	-0.2	-2.3	-1.2	-0.1	4.5	1.9	-1.0
Cc1cc(-c2ccccc2)n2nc(C)c(-c3ccccc3)c2n1	-1.0	-6.2	-1.6	1.1	0.3	-2.6	2.0	-0.1	1.4	0.2	-1.5
CCNc1nc(NCC)n2c(SCC(=O)Nc3ccc(F)cc3)nnc2n1	-1.9	-5.1	0.7	-1.1	0.8	-0.3	-0.1	-0.2	-6.3	0.1	-1.2
NCCCC[C@H]1CNC(=O)C(=O)N1CCc1cccc2ccccc12	1.2	-1.4	-3.8	0.3	-0.1	-1.0	2.1	1.4	-5.4	-0.1	-1.3
COCc1cccc(-c2csc(C(O)c3cccc(OC)c3)n2)c1 (configuration not stated)	-1.7	2.9	-1.9	-0.8	-1.4	1.0	0.7	/	-2.6	-0.2	-1.7
O=C1CCCN1C(=O)COc1cc(F)ccc1[N+](=O)[O-]	-0.1	3.7	-1.3	-2.3	-0.6	-0.8	0.7	0.1	3.3	2.2	-0.6
CCOC(=O)C1CCN(S(=O)(=O)c2cccc(-c3cn4cccnc4n3)c2)CC1	-2.7	-0.4	i	-0.9	-0.9	2.9	-4.0	-1.5	i	-1.9	-1.4
O=C(NCc1csc(-c2cccs2)n1)c1cccc(Cl)c1	-2.1	2.5	-5.7	0.4	-0.2	0.4	-0.4	4.4*	-13.1	-0.3	-1.6
O=C(Nc1nnc(S(=O)(=O)N2CCCC2)s1)c1ccccc1Cl	-2.1	6.2	-0.8	-3.6	0.4	6.0	1.4	0.5	-8.2	2.2	-1.2
CC(C)COCC1CC2(CC(C)(c3csc(N)n3)OC2=O)C(=O)O1 (configuration not stated)	0.7	8.2	-5.0	-0.6	-0.3	-0.5	1.1	2.8	-12.6	1.8	-1.2
CS(=O)(=O)N(Cc1ccc(C(=O)NCc2ccco2)cc1)c1ccccc1	-2.1	4.4	3.5	2.5	0.5	0.1	-0.4	-0.2	1.3	-0.4	-1.0
COc1cc(/C=N/NC(=O)CSc2n[nH]c(=O)[nH]c2=O)cc(OC)c1O	-0.7	1.0	-3.5	-4.1	1.6	-3.6	-0.1	-1.1	-22.3	2.7	-0.6
COc1cccc(NC(=S)NC(Cc2ccccc2)c2ccccc2)c1 (configuration not stated)	0.3	-8.0	7.4	-6.7	-1.8	-1.1	0.1	1.2	20.5*	0.5	-0.8
O=C1C=C(c2ccc(C(=O)O)cc2)C[C@@H](c2ccc(F)cc2)C1	3.2	-0.1	-3.3	6.5	0.9	-0.8	3.1	2.9	-3.0	4.6	-0.1
COc1ccccc1CCC(=O)Nc1ccc(S(=O)(=O)Nc2nccs2)cc1	0.7	-0.4	-0.2	3.0	1.4	0.2	-1.4	0.4	-7.5	-0.3	-0.8
CC(C)NC(=O)COc1ccc(OCc2ccccc2)cc1	-1.1	3.5	-5.4	-2.4	-0.6	-0.7	-0.3	-0.6	-2.8	3.9	-1.4
Cc1ccc(S(=O)(=O)c2nc(NCCCn3ccnc3)sc2Cl)cc1	-2.2	-0.1	-3.8	0.1	-0.2	1.1	3.3	-1.2	8.5	-3.7	-0.8
COc1ccc(C(=O)N2CCN(c3cccc(Cl)c3)CC2)cc1S(=O)(=O)NC1CC1	1.3	1.5	0.3	4.4	-1.8	-2.5	-2.6	0.0	-3.0	7.8	-0.7
CNc1nc2cc([N+](=O)[O-])c([N+](=O)[O-])cc2nc1NC	-2.1	3.5	0.5	-3.5	-1.6	0.3	-5.6	-3.3	3.7	-2.5	-1.9
COc1cc(NC(=O)c2ccc3c(c2)S(=O)(=O)N=C2CCCCCN23)cc(OC)c1	-2.5	0.1	1.1	-0.9	2.1	0.0	0.7	-1.6	-0.7	-0.9	-1.1
CCN1c2ccccc2-c2nc3ccccc3n2C1c1ccco1 (configuration not stated)	-1.1	-10.9	i	-7.6	-1.2	1.2	1.8	-0.9	i	-1.1	-1.7
Cc1cccc(NC(=O)COC(=O)CN2CCCCCC2=O)c1C	0.0	4.2	-3.5	-2.4	-0.2	0.6	2.0	0.9	-8.0	-3.4	-1.1
C=C(Br)Cn1c(CCC)nc2ccccc21	-0.3	-0.5	-2.2	0.2	-0.1	2.0	-0.6	-0.6	-5.8	2.0	-1.1
COc1cc(C(=O)OCCCN=C2NS(=O)(=O)c3ccccc32)cc(OC)c1OC	-2.2	-1.7	-5.0	-1.8	0.9	0.8	1.4	2.5	-8.6	-2.0	-1.2
CC(=O)Nc1ccc(C(=O)N2CCCCC2c2cc(C(=O)Nc3cccc4c3CCCC4)no2)cc1 (configuration not stated)	-1.5	-3.3	2.8	-2.3	-1.3	-2.0	-5.9	/	-7.6	-0.4	-2.0
O=C(CCN1C(=O)c2ccccc2C1=O)C1=NN[C@@H]2C(=O)N(c3ccc4c(c3)OCCO4)C(=O)[C@H]12	-2.1	0.4	-6.3	-0.9	-0.6	-0.2	0.8	/	-1.8	0.6	-1.3
COc1cccc(-c2csc3nc[nH]c(=O)c23)c1	-1.5	-1.4	-2.2	2.2	-0.5	-0.3	4.1	0.0	7.7	0.3	-1.2
Cc1cc(C)c(NC(=S)NCCCSC2CCCCC2)c(C)c1	0.2	7.6	-3.1	-3.7	-1.1	1.1	2.5	-0.4	-2.9	0.6	-2.2
Cc1ccc(C)c(NC(=O)COC(=O)c2ccc(S(=O)(=O)N3CCCCC3)cc2)c1	0.1	-1.4	-2.8	-1.9	-0.1	0.2	-0.3	0.6	-4.1	2.2	-0.7
CN(Cc1ccc(F)cc1)C(=O)c1cc(COc2ccc(-n3cncn3)cc2)on1	-2.2	-1.6	-0.4	-2.0	-4.8	0.3	0.9	-1.3	0.3	-3.5	-1.7
COc1ccc(Cl)cc1NC(=O)c1ccccc1C	0.1	-1.2	-7.8	-1.7	0.0	-0.2	1.7	0.1	-10.1	-1.8	-1.4
COCc1ccc(-c2c(-c3ccc(OC)cc3)oc(=O)c3cc(OC)c(OC)cc23)cc1	1.8	2.7	-3.4	2.8	0.5	0.9	3.2	1.5	-1.4	6.6	-0.9
CN(c1ccc(C(=O)N2CCN(c3ccc(F)cc3)CC2)cc1)S(C)(=O)=O	-0.1	4.3	-0.4	0.0	-0.5	0.3	0.6	-0.4	3.6	-1.4	-0.9
CCOP(=O)(OCC)c1nc(/C=C/c2ccccc2)oc1NCc1ccc(OC)cc1	-1.6	14.7	i	-1.6	-1.2	-1.9	-2.3	0.3	i	-3.4	-1.0
COc1cccc(/C=N/Nc2nc(Nc3ccccc3)nc(-n3nc(C)cc3C)n2)c1O	-0.8	8.3	0.9	-1.2	-3.1	-0.7	12.3*	-3.3	16.3	-2.2	-1.3
CN(C)C(CNc1ccc(C(F)(F)F)cn1)c1ccccc1 (configuration not stated)	0.4	-1.2	2.0	0.5	-0.1	0.7	1.0	-0.3	-2.7	0.3	-0.8

By substructure, the entries above with a furan ring, fused or not.
SMILES	hcDAF-12 act	NPR1 activator	ADAM17 inh	SMARCA2 activ	DAX1 inh-1	PG9 Ab binder	GAA850 FXN act	DAX1 inh-2	ADAM10 inh	hgDAF12 agonist	ssDAF12 agonist
COC(=O)C1=C(C)NC2=C(C(=O)CCC2)C1c1ccc(-c2ccsc2C(=O)OC)o1 (configuration not stated)	-0.6	-8.0	-9.8	-2.5	0.4	-2.0	1.0	-1.0	-19.4	-1.6	-1.3
CS(=O)(=O)N(Cc1ccc(C(=O)NCc2ccco2)cc1)c1ccccc1	-2.1	4.4	3.5	2.5	0.5	0.1	-0.4	-0.2	1.3	-0.4	-1.0
CCN1c2ccccc2-c2nc3ccccc3n2C1c1ccco1 (configuration not stated)	-1.1	-10.9	i	-7.6	-1.2	1.2	1.8	-0.9	i	-1.1	-1.7

The results go on.
SMILES	hcDAF-12 act	NPR1 activator	ADAM17 inh	SMARCA2 activ	DAX1 inh-1	PG9 Ab binder	GAA850 FXN act	DAX1 inh-2	ADAM10 inh	hgDAF12 agonist	ssDAF12 agonist
COc1cc(NC(=O)C2CC(=O)N(Cc3ccco3)C2)cc(OC)c1 (configuration not stated)	0.2	1.5	-3.2	-1.5	2.4	-2.9	1.4	0.6	-7.2	0.3	-0.8
CCCn1c(=N)n(CC(=O)c2ccc(Cl)cc2)c2ccccc21	-1.8	-5.2	-6.0	0.5	-0.3	0.5	-3.1	-0.4	-8.7	1.0	-1.2
COc1cccc(-c2sc3ccc(OC)cc3c2C#CC2(O)CCCCC2)c1	1.1	-0.2	-21.4	1.1	-0.5	-0.3	2.0	0.2	-64.1	-0.9	-1.7
CCC(c1nnnn1-c1ccc2c(c1)OCCO2)N1CCN(c2ccccc2OC)CC1 (configuration not stated)	-2.9	-2.4	-0.4	-7.3	-3.8	0.2	/	/	-9.8	-4.9	-1.4
O=C(Cc1ccccc1)NC1CCSc2ccccc21 (configuration not stated)	-1.4	-2.4	-9.3	-0.6	0.0	0.7	3.2	0.3	-16.0	-2.4	-0.4
CCCCOc1ccc(C2/C(=C(\O)c3ccc4c(c3)OCCO4)C(=O)C(=O)N2CCCN2CCOCC2)cc1 (configuration not stated)	0.2	-1.8	-23.4	-4.8	1.0	0.6	2.7	1.0	-13.5	-1.1	-0.8
